High-throughput results as filed in PubChem.
GoLoco inh red: blocks human Gai1 binding to RGS12 GoLoco peptide, red readout; P63096; Potency, µM (highest dose often 61.6 µM), inactives show at the highest dose activity, negative = inhibition, usual class: inhibitors; 230,000 compounds, 0.44% hits; Gai1:RGS12 GoLoco peptide FP, rhodamine, 10 min; active = well fitted inhibition curve with a large enough effect, not every such curve was filed as active; inactive = no such curve, though single readings can be large or run the other way; also: % is scaled to controls: 0 for no effect and ±100 for the full control effect; nearly all actives have a fitted effect of over 30% in size; many of its hits are not listed in these tables
KDM4E inh: inhibitors of human JMJD2E histone demethylase. B2RXH2. JMJD2E catalytic domain, FDH-coupled NADH fluorescence (FDH is formaldehyde dehydrogenase). Potency, µM (highest dose often 57.1 µM), for the others: top-dose activity change, negative = inhibition, most hits filed as inhibitors. 230,000 compounds, 1.6% hits. AID 2147; active = well fitted inhibition curve with a large enough effect, not every such curve was filed as active; inconclusive = small, poorly fitted or top-dose-only effect, or another doubt; inactive = no such curve, though single readings can be large or run the other way;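 also: 0% = wells with enzyme and -100% = buffer wells without enzyme; nearly all actives have a fitted effect of over 50% in size; many of its hits are not listed in these tables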
Target sequence (B2RXH2 1-337 limits assumed): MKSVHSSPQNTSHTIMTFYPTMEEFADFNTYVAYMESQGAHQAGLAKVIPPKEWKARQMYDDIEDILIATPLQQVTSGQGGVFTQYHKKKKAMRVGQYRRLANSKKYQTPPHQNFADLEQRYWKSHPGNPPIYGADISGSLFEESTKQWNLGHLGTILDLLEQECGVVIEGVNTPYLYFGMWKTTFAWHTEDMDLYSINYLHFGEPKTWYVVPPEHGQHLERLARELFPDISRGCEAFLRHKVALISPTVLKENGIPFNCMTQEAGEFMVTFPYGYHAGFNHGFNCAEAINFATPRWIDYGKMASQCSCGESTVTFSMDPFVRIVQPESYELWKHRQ
ALDH1A1 inh: ALDH1A1 (human) enzyme inhibition | Potency, µM (top dose mostly 75.3 µM), for the others: at the top dose activity, negative = inhibition, actives largely listed as inhibitors | P00352 | 220,000 compounds, 7.3% hits | Purified ALDH1A1, NADH fluorescence, propionaldehyde substrate; active = well fitted inhibition curve with a large enough effect, not every such curve was filed as active; inconclusive = small, poorly fitted or top-dose-only effect, or another doubt; inactive = no such curve, though single readings can be large or run the other way;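 also: plate controls were no enzyme wells and a reference inhibitor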
Target sequence (P00352 whole entry, looked up): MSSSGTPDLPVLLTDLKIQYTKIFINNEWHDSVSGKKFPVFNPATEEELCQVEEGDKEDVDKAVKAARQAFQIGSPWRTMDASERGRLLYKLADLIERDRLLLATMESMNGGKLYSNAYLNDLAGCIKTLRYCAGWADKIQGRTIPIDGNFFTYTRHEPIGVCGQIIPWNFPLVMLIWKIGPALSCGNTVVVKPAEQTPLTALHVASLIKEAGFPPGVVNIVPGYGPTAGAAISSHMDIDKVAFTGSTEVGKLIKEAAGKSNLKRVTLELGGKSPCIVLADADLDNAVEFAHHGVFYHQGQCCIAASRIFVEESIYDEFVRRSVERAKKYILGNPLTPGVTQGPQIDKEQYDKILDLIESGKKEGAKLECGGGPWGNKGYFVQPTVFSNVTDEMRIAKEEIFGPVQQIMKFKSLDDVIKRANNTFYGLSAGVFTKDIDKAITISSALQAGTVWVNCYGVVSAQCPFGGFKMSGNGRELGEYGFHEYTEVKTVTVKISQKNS
TexasRed fluor: alters Texas Red total fluorescence, flagging assay interference; AID 1479; Potency, µM (highest dose often 106 µM), for the others: at the top dose fluorescence change, negative = quenching; TRb/SRC2 Texas Red total fluorescence interference; 280,000 compounds, 0.29% hits; active = well fitted curve in either direction with a large enough effect; inconclusive = small, poorly fitted or top-dose-only effect; also: % is scaled to controls: 0 for no effect and ±100 for the full control effect
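Human TRb ligand-binding domain at 0.6 uM with 20 nM Texas Red SRC2 peptide in Tris buffer containing 1 uM T3 and 5% DMSO, incubated with compound 5 h at ambient temperature. Total fluorescence (555/632 nm) calculated as parallel + 2 × perpendicular.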
Lamin A splicing: modulators of lamin A splicing; HeLa LMNA splicing GFP/RFP minigene ratio, 48 h; Potency, µM (titrated, usually from 46.1 µM), for inactives: top-dose ratio change, negative = inhibition, actives largely listed as inhibitors; 200,000 compounds, 0.01% hits; active = well fitted inhibition curve with a large enough effect in the signal ratio, with a control signal flat, not every such curve was filed as active; inconclusive = small, poorly fitted or top-dose-only effect, or effect the other way, or a change in a side signal; the % refers to the signal ratio; also: % is scaled to controls: 0 for no effect and ±100 for the full control effect
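S3 HeLa cells stably expressing lamin A-EGFP splicing minigene plus DsRed2, 600 cells/well, 48 h compound exposure at 37C. Laser-scanning cytometry; analysed as GFP (500-530 nm)/RFP (575-640 nm) total intensity ratio; 0.5% DMSO vehicle.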
TRb-SRC2 inh: disrupts binding of human TR beta to SRC2; P10828; TRbeta-SRC2 peptide binding, fluorescence polarization; receptor liganded with 1 µM T3; Potency, µM (series often up to 106 µM), inactives show top-dose activity change, negative = inhibition, hits mostly inhibitors; 280,000 compounds, 0.065% hits; AID 1469;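 also: plate controls were bound peptide for no effect and peptide without receptor for full effect; nearly all actives have a fitted effect of over 50% in size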
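Fluorescence polarization of 20 nM Texas Red SRC2 peptide (20-aa NR interaction domain) bound to 0.6 uM human TRb ligand-binding domain, with 1 uM T3, after 5 hr at ambient temperature; inhibition seen as decreased polarization.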
SMN2 splice up: enhancers of SMN2 splice variant expression | HEK293 SMN2-luciferase splicing reporter, luminescence, 30-36 h | 210,000 compounds, 2.8% hits | Potency, µM (doses to about 46.1 µM), inactives show at the top dose activity change, positive = activation, most hits filed as activators; also: % of control where 0% means no effect; nearly all actives have a fitted effect of over 55% in size
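HEK293 cells carry an SMN2 […]–luciferase reporter in which exon 7 inclusion puts luciferase in frame. Cells were plated 10-12 h before compound addition, then incubated 30-36 h at 37C. ONE-Glo luminescence was read; sodium butyrate at 4.5 mM final served as control.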
RECQ1 helicase: blocks DNA unwinding by human RECQ1; Potency, µM (doses to about 57.3 µM), for inactives: top-dose activity, negative = inhibition, hits mostly inhibitors; RECQ1 DNA unwinding, red fluorescence kinetic read; AID 2549; P46063; 240,000 compounds, 0.54% hits;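 also: plate controls were vehicle for no effect and no enzyme for full effect; nearly all actives have a fitted effect of over 30% in size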
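RECQ1T1 50 nM; forked duplex (20 bp + 30-nt ss tails) 200 nM, ATP 2 mM final; pH 8.0, 2 mM MgCl2, 2.5 ug/ml poly(dI-dC); 15 min compound preincubation; discontinuous kinetic read over 2 h at RT.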
Starred values were filed as active, the others as inactive; i = inactive; ? = inconclusive; / = not tested or not shown; & = joins results of further samples; [ ] = remark or other dose. Unless noted, calls follow the shape of the dose curve; as a rule, active = well fitted curve in the direction sought with a large enough effect; inconclusive = small, poorly fitted or top-dose-only effect, or another doubt; inactive = no such curve, though single readings can be large; an effect the other way counts as inactive or inconclusive. Potency is read from the fitted curve at half-maximal effect. A portion of the library (hit frequency here may not be typical).

SMILES	GoLoco inh red	KDM4E inh	ALDH1A1 inh	TexasRed fluor	Lamin A splicing	TRb-SRC2 inh	SMN2 splice up	RECQ1 helicase
Cc1cccc(C(=O)NC(CC(=O)O)c2ccc(OC3CCCC3)cc2)c1[N+](=O)[O-] (stereo not drawn)	-8.6%	2.4%	?	-0.5%	14.6%[9.22 µM]	-2.2%	-47.0%[inhibitor]	-8.8%
CC(=O)N1CCN2C(=O)C1CCCC(=O)c1cc(C)ccc12 (stereo not drawn)	-9.9%	0.8%	-0.9%	-1.2%	-1.7%	7.7%	1.8%	i
CC(=O)c1cccc(NC=C2C(=O)OC3(CCCCC3)OC2=O)c1	13.2%	-14.9%	2.24µM*	-0.1%	-1.0%	1.7%	-16.1%	i
CC(=O)c1ccc2c(c1)OCCOCCOCCOCCOCCO2	-5.4%	-6.9%	/	-1.2%	/	-3.6%	/	13.5%
CC(C)C[C@H](NC(=O)N1CCCCCC1)C(=O)N[C@H](Cc1cn(C)c2ccccc12)C(=O)N[C@H](Cc1ccccn1)C(=O)O	-1.4%	-11.8%	-12.2%	8.3%&-0.8%	/	4.6%&-5.0%	/	13.0%&2.9%
Cc1sc2ncn3cnnc3c2c1C	5.1%	1.5%	0.4%	-2.0%	8.1%	-11.4%	-5.8%	i
COC(=O)C1=C(N)Oc2cc(C)n(Cc3cccnc3)c(=O)c2C1c1ccc(OC)c(OC)c1 (stereo not drawn)	5.8%	5.0%	8.0%	-0.9%	1.0%	-7.1%	-13.3%	-7.1%
N#Cc1ccc(-c2csc(-c3ccno3)n2)cc1	7.8%	-5.9%	/	0.0%	/	2.9%	/	-16.8%
C/C(=N\NC(=O)CC1N=C(Cc2ccccc2)NNC1=O)c1ccc(Br)cc1 (stereo not drawn)	1.2%	-0.9%	2.6%	-0.3%	/	0.0%	/	14.6%
O=C(CCc1ccccc1)N/N=C/c1cc(Br)ccc1O	2.2%	-2.5%	-1.5%	1.3%	?	-3.7%	-107.8%[inhibitor]	3.1%
CS(=O)(=O)N(CCc1ccccc1)CC(=O)NCc1ccccc1	13.7%	-10.8%	3.4%	-2.8%	11.2%[46 µM]	9.2%	4.2%	i
O=C(COC(=O)c1ncc(Cl)c(Cl)c1Cl)Nc1ccccc1OC(F)F	7.9%	-5.3%	3.5%	0.2%	-1.1%	-4.1%	-2.3%	-10.5%
CS(=O)(=O)Nc1ccc(S(=O)(=O)N2CCCC2)cc1	5.1%	-15.1%	?	-0.5%	17.0%[46 µM]	-5.8%	/	-9.7%
O=C(c1nn2c(C(F)(F)F)cc(-c3cccs3)nc2c1Br)N1CCCc2ccccc21	-0.1%	-16.8%	-3.1%	-0.5%	?	-2.3%	-44.8%[inhibitor]	-8.6%
COc1ccc(/C=N/Nc2nc(-c3cccc(S(=O)(=O)N4CCCC4)c3)cs2)c(OC)c1	-7.2%	-20.6%	-10.8%	-2.6%	?	2.0%	-60.7%[inhibitor]	-10.2%
O=C(c1cn(CC(=O)N2CCCCC2)c2ccccc12)C1CC1	0.4%	4.3%	4.1%	0.9%	8.8%	-5.3%	-27.7%	-13.5%
C[C@]12CCC3c4ccc(O)cc4CCC3[C@@H]1CCC2=O (stereo partly drawn)	11.4%[21.6 µM]	-0.1%[25.5 µM]	1.6%[20.9 µM]	-1.7%[53 µM]	16.6%	6.2%[53 µM]	1.7%[20.6 µM]	-18.0%[25.9 µM]
Cc1ccc(N(C(C)C(=O)N2CCCCC2)S(C)(=O)=O)cc1C (stereo not drawn)	-1.1%	3.4%	2.8%	-4.6%	4.9%	3.0%	15.1%	-4.0%
CCN(CC)C(=O)CSc1nc2ncc(Cl)cc2[nH]1	-0.1%	-2.6%	?	-2.9%	13.1%	-2.0%	-12.5%	-8.8%
O=C(Nc1ncc(Cc2cccc(Cl)c2)s1)c1ccc([N+](=O)[O-])cc1	-3.5%	15.7%	9.6%	-2.1%	?	-12.2%	-39.3%[inhibitor]	-11.4%
COC(=O)C1CSC(C(=O)OC)N1C(=O)CN1CCN(c2ccccc2)CC1 (stereo not drawn)	-6.1%	-5.1%	5.6%	0.2%	/	1.5%	22.3%	6.5%
COc1cc(CC(=O)OCC(=O)c2ccc3c(c2)OCCO3)cc(OC)c1OC	3.1%	2.0%	-11.0%	0.5%	?	-8.3%	-28.3%	i
COc1cc(OC)cc(C(=O)NNC(=O)c2ccc(S(=O)(=O)N3CC(C)OC(C)C3)cc2)c1 (stereo not drawn)	3.9%	10.3%	1.9%	0.9%	/	-6.5%	/	0.3%
CCc1cc(/C(Cc2ccc3ccccc3n2)=N\O)c(O)cc1O	16.4%	-25.1%	13.8%	-6.6%	13.5%	8.1%	-14.4%	-8.6%
S=C(c1c[nH]c2ccccc12)N1CCCC1	-4.6%	6.5%	-2.9%	-0.1%	-10.1%[46 µM]	4.9%	/	-9.3%
CCn1c(C)c(C(C)=O)c(N2CCN(c3ccccn3)CC2)nc1=S	-7.4%	0.0%	6.8%	0.2%	-1.1%	-4.0%	3.2%	i

Reformatted as a markdown table: part of the list above
| structure | GoLoco inh red | KDM4E inh | ALDH1A1 inh | TexasRed fluor | Lamin A splicing | TRb-SRC2 inh | SMN2 splice up | RECQ1 helicase |
| --- | --- | --- | --- | --- | --- | --- | --- | --- |
| Cc1cccc(C(=O)NC(CC(=O)O)c2ccc(OC3CCCC3)cc2)c1[N+](=O)[O-] (stereo not drawn) | -8.6% | 2.4% | ? | -0.5% | 14.6%[9.22 µM] | -2.2% | -47.0%[inhibitor] | -8.8% |
| CC(=O)N1CCN2C(=O)C1CCCC(=O)c1cc(C)ccc12 (stereo not drawn) | -9.9% | 0.8% | -0.9% | -1.2% | -1.7% | 7.7% | 1.8% | i |
| CC(=O)c1cccc(NC=C2C(=O)OC3(CCCCC3)OC2=O)c1 | 13.2% | -14.9% | 2.24µM* | -0.1% | -1.0% | 1.7% | -16.1% | i |
| CC(=O)c1ccc2c(c1)OCCOCCOCCOCCOCCO2 | -5.4% | -6.9% | / | -1.2% | / | -3.6% | / | 13.5% |
| CC(C)C[C@H](NC(=O)N1CCCCCC1)C(=O)N[C@H](Cc1cn(C)c2ccccc12)C(=O)N[C@H](Cc1ccccn1)C(=O)O | -1.4% | -11.8% | -12.2% | 8.3%&-0.8% | / | 4.6%&-5.0% | / | 13.0%&2.9% |
| Cc1sc2ncn3cnnc3c2c1C | 5.1% | 1.5% | 0.4% | -2.0% | 8.1% | -11.4% | -5.8% | i |
| COC(=O)C1=C(N)Oc2cc(C)n(Cc3cccnc3)c(=O)c2C1c1ccc(OC)c(OC)c1 (stereo not drawn) | 5.8% | 5.0% | 8.0% | -0.9% | 1.0% | -7.1% | -13.3% | -7.1% |
| N#Cc1ccc(-c2csc(-c3ccno3)n2)cc1 | 7.8% | -5.9% | / | 0.0% | / | 2.9% | / | -16.8% |
| C/C(=N\NC(=O)CC1N=C(Cc2ccccc2)NNC1=O)c1ccc(Br)cc1 (stereo not drawn) | 1.2% | -0.9% | 2.6% | -0.3% | / | 0.0% | / | 14.6% |
| O=C(CCc1ccccc1)N/N=C/c1cc(Br)ccc1O | 2.2% | -2.5% | -1.5% | 1.3% | ? | -3.7% | -107.8%[inhibitor] | 3.1% |
| CS(=O)(=O)N(CCc1ccccc1)CC(=O)NCc1ccccc1 | 13.7% | -10.8% | 3.4% | -2.8% | 11.2%[46 µM] | 9.2% | 4.2% | i |
